Screening results as filed in PubChem.
WRN inhibitor – WRN helicase (human) inhibition; WRN helicase unwinding, fluorescent forked duplex, kinetic; AID 651768; Potency, µM (top dose mostly 114 µM), for the others: at the top dose activity change, negative = inhibition, actives largely listed as inhibitors; Q14191; 360,000 tested, 0.46% active; note: potency is the fitted concentration of half-maximal effect; % is set by controls: 0 for no effect and ±100 for the full control effect; nearly all actives have a fitted effect of over 55% in size
Target sequence (Q14191 whole entry, looked up): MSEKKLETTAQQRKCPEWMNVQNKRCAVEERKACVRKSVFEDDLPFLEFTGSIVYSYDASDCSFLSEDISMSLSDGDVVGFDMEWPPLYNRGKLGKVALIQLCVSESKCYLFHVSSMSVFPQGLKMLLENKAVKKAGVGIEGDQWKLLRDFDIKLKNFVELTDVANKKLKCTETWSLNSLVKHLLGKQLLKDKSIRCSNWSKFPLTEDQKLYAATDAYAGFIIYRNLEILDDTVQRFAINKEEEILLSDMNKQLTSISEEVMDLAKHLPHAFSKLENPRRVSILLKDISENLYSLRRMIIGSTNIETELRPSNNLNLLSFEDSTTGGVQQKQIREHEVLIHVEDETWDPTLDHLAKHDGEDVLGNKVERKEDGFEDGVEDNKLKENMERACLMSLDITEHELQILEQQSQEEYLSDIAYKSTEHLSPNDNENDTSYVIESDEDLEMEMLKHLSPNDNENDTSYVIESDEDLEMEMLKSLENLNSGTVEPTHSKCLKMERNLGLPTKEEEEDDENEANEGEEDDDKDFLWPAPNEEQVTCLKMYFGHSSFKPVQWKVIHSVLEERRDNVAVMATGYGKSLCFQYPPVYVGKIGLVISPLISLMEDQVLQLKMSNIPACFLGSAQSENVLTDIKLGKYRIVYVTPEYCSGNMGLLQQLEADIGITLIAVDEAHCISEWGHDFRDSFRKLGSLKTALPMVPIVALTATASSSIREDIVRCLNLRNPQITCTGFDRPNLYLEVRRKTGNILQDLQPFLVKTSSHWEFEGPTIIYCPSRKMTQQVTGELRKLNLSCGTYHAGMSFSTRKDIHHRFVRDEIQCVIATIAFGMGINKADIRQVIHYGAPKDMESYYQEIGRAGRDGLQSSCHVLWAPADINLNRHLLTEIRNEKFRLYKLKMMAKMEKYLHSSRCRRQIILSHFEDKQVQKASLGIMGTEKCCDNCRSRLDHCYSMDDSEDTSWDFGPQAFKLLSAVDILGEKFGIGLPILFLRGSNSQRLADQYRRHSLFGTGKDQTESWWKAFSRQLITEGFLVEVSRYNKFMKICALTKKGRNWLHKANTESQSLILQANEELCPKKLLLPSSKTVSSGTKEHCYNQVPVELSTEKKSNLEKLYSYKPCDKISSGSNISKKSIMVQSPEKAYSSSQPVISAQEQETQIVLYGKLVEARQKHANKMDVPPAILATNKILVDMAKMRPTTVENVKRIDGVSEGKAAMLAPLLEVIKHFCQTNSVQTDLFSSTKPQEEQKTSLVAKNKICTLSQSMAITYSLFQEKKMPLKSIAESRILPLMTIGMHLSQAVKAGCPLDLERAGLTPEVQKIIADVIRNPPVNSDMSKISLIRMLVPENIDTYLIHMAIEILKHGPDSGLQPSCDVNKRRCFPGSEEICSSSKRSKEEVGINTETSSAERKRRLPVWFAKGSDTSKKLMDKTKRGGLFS
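WRN at 20 nM final was preincubated with compound for 15 min at room temperature; reaction started with 100 nM forked duplex oligonucleotide carrying fluorophore and quencher plus 2 mM ATP (final). Unwinding followed kinetically by red fluorescence (ex 525/em 598 nm).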
PLK1 PBD inh – inhibitors of human PLK1 polo-box domain binding; Plk1 PBD binding of FITC phosphopeptide, fluorescence polarization; Potency, µM, without a hit: max response, negative = inhibition, actives largely listed as inhibitors; 360,000 tested, 2.8% active; AID 720504; note: potency is the fitted concentration of half-maximal effect; series mostly up to about 57 µM; % is set by controls: 0 for no effect and ±100 for the full control effect; nearly all actives have a fitted effect of over 65% in size
EPAC1 antagonist – EPAC1 (human) antagonism; O95398; EPAC1 GEF assay, Rap1b-BODIPY-GDP exchange fluorescence; Potency, µM (series often up to 115 µM), inactives show at the highest dose activity change, negative = inhibition, usual class: inhibitors; 360,000 tested, 0.14% active; AID 720709;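 note: potency is the fitted concentration of half-maximal effect; plate controls were vehicle for no effect and positive control for full effect; nearly all actives have a fitted effect of over 50% in size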
EPAC1 agonist – activates human EPAC1 exchange factor; O95398; EPAC1 agonist qHTS, biochemical assay; response scale: 100% = response to 6.5 mM cAMP; Potency, µM (titrated, usually from 154 µM), inactives show at the top dose activation, actives largely listed as activators; 360,000 tested, 0.073% active; note: potency is the fitted concentration of half-maximal effect; nearly all actives have a fitted effect of over 60% in size
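Compounds were pinned as a concentration titration into mixtures of EPAC1 (100 nM), BODIPY-GDP-loaded Rap1B (250 nM) and GDP (50 uM). After 5 min at room temperature, fluorescence was followed for 30 min; activity was scaled to 6.5 mM cAMP.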
IL2 activator – activates IL-2 in a cell-based reporter assay | IL-2 activation reporter assay, cell-based qHTS; stimulated with anti-CD3/CD4/CD28 beads; in transgenic mouse T cells | 360,000 tested, 0.065% active | activation, % (series mostly up to about 46 µM); in the data active = activation above about 50%; inconclusive = mostly about 30% to 49%; note: 0% is about no effect
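Unstimulated transgenic mouse T cells preincubated 60 min with compound, then stimulated with anti-CD3/anti-CD4-coated beads plus anti-CD28 for 18 h at 37 degrees C. IL-2 response read as EGFP and DsRed fluorescence by plate cytometry.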
FUS yeast rescue – suppressors of FUS proteinopathy in yeast | Potency, µM (top dose mostly 76.6 µM), without a hit: at the highest dose growth rescue (activation), most hits filed as activators | 390,000 tested, 0.24% active | S. cerevisiae FUS-expressing, growth rescue, OD600, 24 h;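 note: potency is the fitted concentration of half-maximal effect; plate controls were DMSO vehicle for no effect and reference control for full effect; nearly all actives have a fitted effect of over 55% in size; some results filed as inactive show a strong effect at the top dose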
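Restored growth of FUS-toxic S. cerevisiae, read as 600 nm absorbance after 24 h at 30C in galactose medium (starting OD 0.005). Controls CP55940 and DMSO.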
PI5P4K alpha inh – blocks human PI5P4K alpha kinase activity | 330,000 tested, 1.2% active | max response, % | PI5P4Kalpha enzyme, ADP-Glo luminescence, 60 min; stronger effect = lower value | P48426; active = max response of -50% or lower; inconclusive = between -30% and -50%; inactive = -30% or higher; note: value at the top dose of about 77 µM; % is set by controls: 0 for no effect and ±100 for the full control effect
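ADP-Glo luminescence end-point read after a 60 min room-temperature kinase reaction of PI5P4Kalpha plus substrate, initiated with ATP at 5 microM final. Buffer: 0.038 M HEPES pH 7.4, EGTA, 0.1% CHAPS, 5% DMSO.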
Abeta rescue – compounds reversing amyloid beta toxicity in yeast | yeast expressing A-beta42, growth rescue, OD600, 48 h; response scale: 0% DMSO, 100% iron-clioquinol control | Potency, µM (highest dose often 46.1 µM), without a hit: at the top dose growth rescue, actives largely listed as activators | 410,000 tested, 0.063% active; note: potency is the fitted concentration of half-maximal effect; nearly all actives have a fitted effect of over 55% in size
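Yeast growth medium received pinned compounds, then yeast cells expressing toxic A-beta were added; plates incubated at 30 C for 48 hr. Growth read as absorbance at 600 nm, normalized to DMSO and equimolar FeCl3 plus clioquinol controls.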
An asterisk follows results filed as active; u = inconclusive; x = no result given; [ ] = dose if it differs, or a comment. Unless noted, calls come from the whole dose curve; as a rule, active = well fitted curve in the direction sought with a large enough effect; inconclusive = small, poorly fitted or top-dose-only effect, or another doubt; inactive = no such curve, though single readings can be large; an effect the other way counts as inactive or inconclusive.

compound,WRN inhibitor,PLK1 PBD inh,EPAC1 antagonist,EPAC1 agonist,IL2 activator,FUS yeast rescue,PI5P4K alpha inh,Abeta rescue
O=c1c2cc3ccccc3n2cnn1Cc1ccccc1F,-6%,0%,1%,8%,0.0,-1%,-6,2%
CN(CC(=O)O)c1ccc(S(=O)(=O)N2CCOCC2)cc1[N+](=O)[O-],-1%,-4%,-15%,-12%,0.0,4%,7,1%
CCCn1nc(C(=O)Nc2nc3ccccc3[nH]2)c2ccccc2c1=O,-5%,-13%,-25%,0%,-4.0,7%,-6,19%
Cc1sc2ccccc2[n+]1CC(=O)c1ccccc1,11%,21µM*,2%,1%,4.6,u,-15,13%
CCCCCn1c(=N)c(S(=O)(=O)c2ccc(Br)cc2)cc2c(=O)n3cccc(C)c3nc21,-5%,-11%,-3%,3%,16,0%,-1,-7%
COc1ccc([N+](=O)[O-])cc1NC(=O)c1cncc(Br)c1,-4%,2%,-22%,-1%,-0.1,1%,4,3%
CCOc1ccc(NC(=O)/C(C=Nc2ccccc2)=C(\C)O)cc1,5%,u,-20%,-6%,-2.2,-13%,4,-8%
Fc1ccc(CN2CCSCC2)cc1Br,-2%,1%,-8%,11%,-0.8,-10%,x,2%
COc1ccnc(Oc2ccc(F)cc2)c1C(=O)N/C=N/OCc1ccc(F)cc1Cl,-19%,-3%,-21%,23%,0.0,-2%,x,-11%
CCOC(=O)c1ccc(NC(=O)CCN2C(=O)C3CC=CCC3C2=O)cc1 (stereo not drawn),-13%,1%,3%,-1%,-0.1,2%,4,-7%
O=C(c1ccco1)N1CCN(C(=O)c2cc3sccc3n2Cc2ccccc2)CC1,-5%,-8%,1%,2%,-3.4,u,x,18%
COc1cccc(CNC(=O)C2(C)CCCN2C(=O)C(C)C)c1 (stereo not drawn),3%,7%,-21%,-7%,0.2,-18%,1,-8%
CCOc1ccccc1C1C(C(=O)Nc2ccccc2OC)=C(C)Nc2nc(CCCO)nn21 (stereo not drawn),0%,2%,11%,-10%,-2.8,-9%,1,-18%
Cc1ccc(N/C(N)=N/c2nc(CSc3nnc(N)s3)cc(=O)[nH]2)cc1,0%,-3%,-28%,-5%,-1.3,-23%,-5,10%
CC(=O)SC(C[N+](=O)[O-])c1cn(C(C)=O)c2ccccc12 (stereo not drawn),u,4.2µM*,-6%,-3%,-6.3,x,-26,0%
CC(=O)c1cn(C)c(=O)n(C)c1=O,3%,1%,14%,5%,-0.6,-33%,-6,-1%
COc1ccc(-c2cc(C(=O)OCC(=O)N3CCCCC3)c3ccccc3n2)cc1OC,-1%,6%,-5%,0%,-7.6,x,-7,0%
COc1ccc(CN2CCN(C(=O)c3ccccc3F)CC2)c(OC)c1OC,-33%,2%,-1%,0%,-0.8,10%,0,4%
COc1ccccc1CCNC(=O)CNC(=O)Cc1cccc2ccccc12,-8%,1%,-9%,7%,-0.9,17%,0,8%
O=C(NCc1ccco1)c1ccc(Cl)c(S(=O)(=O)Nc2ccccc2)c1,4%,-29%,-12%,-10%,0.3,14%,0,-5%
CN(C)CCCNC(=S)N1CCn2c(nc3ccccc32)C1,7%,-13%,-14%,-1%,-3.9,12%,-11,0%
CCOc1cc(C(=O)NCc2ccncc2)cc(OCC)c1OCC,8%,-5%,u,7%,-2.3,23%,x,5%
COc1ccc(CCNC(=O)c2cc(=O)c3cc(C)ccc3o2)cc1OC,1%,2%,-5%,1%,-1.2,-22%,-1,7%
Nc1nc(COc2ccccc2C=O)nc(Nc2ccccc2)n1,2%,8%,2%,-13%,-1.4,21%,-12,11%
O=C(Cc1ccsc1)N1CCN(S(=O)(=O)c2cc(C(F)(F)F)cc(C(F)(F)F)c2)CC1,-23%,-16%,-23%,u,0.3,0%,-1,28%

4 of the entries above in order of their number in EPAC1 agonist, lowest first.
canonical_smiles	EPAC1 agonist
CCOc1ccccc1C1C(C(=O)Nc2ccccc2OC)=C(C)Nc2nc(CCCO)nn21 (stereo not drawn)	-10%
COc1ccc([N+](=O)[O-])cc1NC(=O)c1cncc(Br)c1	-1%
CCCCCn1c(=N)c(S(=O)(=O)c2ccc(Br)cc2)cc2c(=O)n3cccc(C)c3nc21	3%
CC(=O)c1cn(C)c(=O)n(C)c1=O	5%

Quoted at random: 2 records from the list
compound,WRN inhibitor,PLK1 PBD inh,EPAC1 antagonist,EPAC1 agonist,IL2 activator,FUS yeast rescue,PI5P4K alpha inh,Abeta rescue
CN(C)CCCNC(=S)N1CCn2c(nc3ccccc32)C1,7%,-13%,-14%,-1%,-3.9,12%,-11,0%
COc1cccc(CNC(=O)C2(C)CCCN2C(=O)C(C)C)c1 (stereo not drawn),3%,7%,-21%,-7%,0.2,-18%,1,-8%

The main list resumes, starting two compounds before the break.
compound,WRN inhibitor,PLK1 PBD inh,EPAC1 antagonist,EPAC1 agonist,IL2 activator,FUS yeast rescue,PI5P4K alpha inh,Abeta rescue
Nc1nc(COc2ccccc2C=O)nc(Nc2ccccc2)n1,2%,8%,2%,-13%,-1.4,21%,-12,11%
O=C(Cc1ccsc1)N1CCN(S(=O)(=O)c2cc(C(F)(F)F)cc(C(F)(F)F)c2)CC1,-23%,-16%,-23%,u,0.3,0%,-1,28%
C=CCc1c(C)nc(SCc2ccccc2)[nH]c1=O,-29%,-7%,-4%,-2%,-0.5,13%,1,22%
COC(=O)c1c(C)oc(C)c1S(=O)(=O)NC(c1ccccc1)c1ccccc1,-14%,-14%,-2%,13%,-0.3,29%,-1,2%
CC(=O)Oc1ccccc1C1OC(=O)c2ccccc2N1C(C)=O (stereo not drawn),0%,u,-4%,1%,-1.3,-15%,2,-4%
COc1cccc(COC(=O)c2cc(S(=O)(=O)N3CCCCC3)ccc2N2CCOCC2)c1OC,1%,-4%,-9%,4%,-0.8,9%,12,-13%
COc1ccc(NC(=O)COC(=O)C23CC4CC(CC(O)(C4)C2)C3)cc1Cl,1%,6%,-4%,-8%,-0.2,-12%,13,-15%
CCOC(=O)C1CCN(C(=O)C2CCN(c3nnc(-n4cccc4)s3)CC2)CC1,-4%,-15%,15%,8%,-4.0,13%,-2,4%
COc1cc(Cl)ccc1OCc1cc(C(=O)N2CCN(C)CC2)no1,-3%,-10%,14%,1%,-3.0,4%,0,-2%
COc1cc2ccc(CC(N)=O)cc2cc1OC,-4%,-8%,2%,9%,0.4,-7%,1,3%
O=C(NCCc1ccccc1Cl)C1CCC(=O)N(CCCc2ccccc2)C1 (stereo not drawn),-3%,-2%,-12%,7%,0.4,10%,8,-8%
O=S1CC/C(=N\O)c2ccccc21 (stereo not drawn),-8%,1%,-3%,2%,-2.4,-2%,x,12%
CCC(Sc1nc2c(cnn2-c2ccccc2)c(=O)[nH]1)C(=O)OC (stereo not drawn),6%,-3%,12%,-13%,-2.0,-14%,-6,-8%
Cc1ccc(-c2nc(C(=O)NCCCN(C)C)cc3c2[nH]c2ccccc23)cc1,71%[activator],-17%,-10%,6%,-3.0,-4%,6,-5%
CCN(CC(=O)Nc1ccc(NC(C)=O)cc1)CC(=O)Nc1cccc2ccccc12,4%,-7%,2%,3%,-1.9,-18%,-23,9%
CCC1CCCCN1CCCNC(=O)CSc1nc2nc(C)c(Cc3ccccc3)c(C)n2n1 (stereo not drawn),-4%,8%,1%,6%,0.6,-3%,-8,-20%
Cc1cccc(NC(=O)c2ccc(N3CCOCC3)c([N+](=O)[O-])c2)n1,2%,-4%,-21%,4%,-0.3,10%,-10,2%
COc1ccc(C(=O)NCCSc2ccc(C)cc2)cc1,1%,-3%,-5%,-7%,-0.1,x,-1,3%
Cc1cc(C(F)(F)F)n2nc(-c3cnn(C)c3C(F)(F)F)c(Cl)c2n1,4%,-9%,-26%,12%,-2.6,13%,x,-18%
COC(=O)CCc1c[nH]c2ccc([N+](=O)[O-])cc12,-4%,3%,-22%,3%,-0.6,1%,6,13%
CCOP(=O)(c1ccc(N(C)C)cc1)C(O)c1cccnc1 (stereo not drawn),0%,-3%,-19%,0%,-1.9,-5%,0,-9%
Cn1c(NC(=O)c2cc(-c3ccc4c(c3)OCO4)nc3ccccc23)cc(=O)n(C)c1=O,3%,-6%,-5%,-2%,-0.5,21%,-12,-21%
Cc1ccc(CNc2nc(N)c([N+](=O)[O-])c(Nc3ccc(F)cc3)n2)cc1,-6%,-8%,-4%,-2%,-2.0,34%,x,3%
CC(=O)Nc1cccc(-n2nnc(SCC(N)=O)n2)c1,3%,1%,-9%,-2%,0.1,-3%,-6,-8%
O=C(CCCO)N/N=C/c1cc(Br)ccc1O,-6%,-14%,-7%,9%,-2.8,x,5,-7%
